From PubChem BioAssay
PGK inhibitor: blocks T. brucei phosphoglycerate kinase; Potency, µM (titrated, usually from 57.5 µM), inactives show top-dose activity change, negative = inhibition, hits mostly inhibitors; 0.043% of 380,000 active; PGK/GAPDH coupled, Kinase-Glo luminescence, 60 min; AID 602233; P07378; note: potency is the fitted concentration of half-maximal effect; % is set by controls: 0 for no effect and ±100 for the full control effect; nearly all actives have a fitted effect of over 60% in size
Target sequence (P07378 whole entry, looked up): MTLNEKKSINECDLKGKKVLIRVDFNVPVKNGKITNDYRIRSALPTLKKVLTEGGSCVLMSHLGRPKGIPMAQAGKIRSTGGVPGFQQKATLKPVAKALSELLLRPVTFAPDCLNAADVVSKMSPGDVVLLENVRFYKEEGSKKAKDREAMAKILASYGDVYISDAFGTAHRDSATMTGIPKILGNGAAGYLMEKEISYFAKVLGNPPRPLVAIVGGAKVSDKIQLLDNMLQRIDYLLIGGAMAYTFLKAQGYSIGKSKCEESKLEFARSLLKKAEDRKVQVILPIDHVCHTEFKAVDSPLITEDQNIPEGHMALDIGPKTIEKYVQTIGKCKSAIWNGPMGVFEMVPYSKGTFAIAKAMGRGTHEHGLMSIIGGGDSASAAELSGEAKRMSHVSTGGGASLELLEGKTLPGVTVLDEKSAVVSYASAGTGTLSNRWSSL
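Luminescent ATP detection (Kinase-Glo Plus) follows a 60-minute room-temperature incubation, with wells lacking PGK as controls. Buffer: 100 mM TEA (pH 7.6), 5 mM MgCl2, 0.01% Tween-20. Coupling enzyme GAPDH (100 nM final) supplies unstable 1,3-BPG in-well.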
Pin1 inh: human Pin1 inhibition | 0.009% of 390,000 active | Potency, µM (titrated, usually from 115 µM), without a hit: at the top dose activity, negative = inhibition, actives largely listed as inhibitors | Pin1 FP peptide displacement, HiFluor488, 10 min | Q13526 | AID 504891; active = well fitted inhibition curve with a large enough effect in the polarisation, with a control signal flat, not every such curve was filed as active; inconclusive = small, poorly fitted or top-dose-only effect, or effect the other way, or a change in a side signal; inactive = no such curve, though single readings can be large or run the other way; the % refers to the polarisation; note: potency is the fitted concentration of half-maximal effect; % is set by controls: 0 for no effect and ±100 for the full control effect
USP1 inh: inhibitors of human USP1/UAF1 deubiquitinase; Potency, µM (series often up to 57.1 µM), for the others: at the highest dose activity change, negative = inhibition, most hits filed as inhibitors; AID 743255; 0.23% of 390,000 active; recombinant USP1/UAF1, Ub-Rhodamine cleavage fluorescence; note: potency is the fitted concentration of half-maximal effect; % is set by controls: 0 for no effect and ±100 for the full control effect; nearly all actives have a fitted effect of over 60% in size; inactives centre near -12
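USP1/UAF1 complex at 1 nM was preincubated with compound for 15 min at room temperature, then Ub-Rho substrate (150nM final) was added. Fluorescence (480/540 nm) was read kinetically, 6 reads every 60 seconds.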
HP1b binding inh: HP1-beta chromodomain-methylated histone interaction inhibition. P83916. 0.56% of 390,000 active. Potency, µM (top dose mostly 114 µM), for the others: at the top dose activity change, negative = inhibition, actives largely listed as inhibitors. AlphaScreen HP1-beta / biotin-H3K9me3 peptide binding; note: potency is the fitted concentration of half-maximal effect; nearly all actives have a fitted effect of over 70% in size; inactives centre near 23
Target sequence (P83916 whole entry, looked up): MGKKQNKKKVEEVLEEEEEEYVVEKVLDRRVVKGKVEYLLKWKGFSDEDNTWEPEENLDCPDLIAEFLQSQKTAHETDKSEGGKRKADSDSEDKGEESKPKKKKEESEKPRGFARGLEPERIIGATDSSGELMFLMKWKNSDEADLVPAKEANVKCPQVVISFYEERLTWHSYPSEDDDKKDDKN
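Compound inhibition of the preformed complex between 50 nM HP1-beta and 50 nM biotinylated H3K9me3 peptide was read by AlphaScreen. Buffer was PBS pH 7.4 with 0.01% Tween-20. Incubations ran 30 min at room temperature, with 10 ug/mL donor/acceptor beads.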
TrxR1 inh: rat TrxR1 inhibition | O89049 | recombinant rTrxR1, NADPH fluorescence consumption, selenite substrate | Potency, µM (top dose mostly 114 µM), for the others: at the top dose activity change, negative = inhibition, actives largely listed as inhibitors | 1% of 390,000 active; note: potency is the fitted concentration of half-maximal effect; % is set by controls: 0 for no effect and ±100 for the full control effect; nearly all actives have a fitted effect of over 65% in size
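Rat TrxR1 (90 nM in the dispensed reagent) was pre-reduced with 400 uM NADPH for 5 min at room temperature, then incubated with compound for 15 min. After 400 uM selenite was added, NADPH fluorescence (Ex 340/Em 450 nm) was followed for 8 min.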
TrxR1 substrate: is turned over as a substrate by rat TrxR1. O89049. purified TrxR1 substrate turnover, NADPH consumption readout. Potency, µM (doses to about 114 µM), inactives show at the highest dose activity change, negative = substrate turnover. 0.01% of 390,000 active. AID 588456; note: potency is the fitted concentration of half-maximal effect; % is set by controls: 0 for no effect and ±100 for the full control effect; nearly all actives have a fitted effect of over 50% in size
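Rat TrxR1, dispensed at 90 nM, was prereduced with 400 uM NADPH (final) for 5 min at ~22 deg C, then incubated with compound 15 min before 400 uM selenite. A first-read NADPH fluorescence drop versus no-compound background flagged substrates.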
PI4K2A block: blocks human PI4K2A kinase activity; Q9BTU6; purified PI4K2A, ADP-Glo luminescence, 1 h; stronger effect = lower value; activity change, negative = inhibition, % at 76.9 µM; 0.13% of 420,000 active; AID 1346378; in the data active = activity change below about -50%; inconclusive = mostly about -30% to -49%;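 note: -100% = wells without enzyme as full effect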
Target sequence (Q9BTU6 whole entry, looked up): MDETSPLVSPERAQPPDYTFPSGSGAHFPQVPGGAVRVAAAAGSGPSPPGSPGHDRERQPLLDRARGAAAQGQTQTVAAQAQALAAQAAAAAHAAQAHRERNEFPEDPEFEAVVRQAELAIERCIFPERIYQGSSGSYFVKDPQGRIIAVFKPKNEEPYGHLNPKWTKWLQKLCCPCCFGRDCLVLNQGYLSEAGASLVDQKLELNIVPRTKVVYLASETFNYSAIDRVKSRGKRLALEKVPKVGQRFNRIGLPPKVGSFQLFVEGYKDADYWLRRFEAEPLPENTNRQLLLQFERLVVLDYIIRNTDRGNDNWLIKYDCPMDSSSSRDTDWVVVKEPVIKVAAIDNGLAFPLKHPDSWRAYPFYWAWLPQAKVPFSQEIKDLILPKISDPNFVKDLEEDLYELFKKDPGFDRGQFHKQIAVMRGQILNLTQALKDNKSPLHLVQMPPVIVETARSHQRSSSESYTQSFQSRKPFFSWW
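In this quantitative HTS, ADP production by PI4K2A was quantified luminescently after 1 h at ambient temperature; 100 microM adenosine served as plate-quality control.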
mIDH1 inhibitor: inhibitors of human mutant IDH1 R132H; 0.093% of 390,000 active; IDH1-R132H enzyme, NADPH consumption, diaphorase/resazurin fluorescence; Potency, µM (doses to about 76.6 µM), for inactives: at the highest dose activity change, negative = inhibition, usual class: inhibitors; O75874; AID 602179; note: potency is the fitted concentration of half-maximal effect; % is set by controls: 0 for no effect and ±100 for the full control effect; nearly all actives have a fitted effect of over 65% in size
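IDH1-R132H (0.5 ug/mL dispensed) in pH 7.5 Tris buffer was preincubated 30 min with compound, then given a substrate mix of 0.016 mM NADPH and 2 mM alpha-KG for 80 min at room temperature; remaining NADPH was read by diaphorase/resazurin fluorescence.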
GLS inh: inhibitors of human glutaminase (GLS); O94925; GLS enzymatic activity, qHTS titration; Potency, µM (series often up to 45.5 µM), for inactives: at the top dose activity change, negative = inhibition, actives largely listed as inhibitors; 0.21% of 410,000 active; AID 624170; note: potency is the fitted concentration of half-maximal effect; % is set by controls: 0 for no effect and ±100 for the full control effect
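hKGA; 45 mM KH2PO4 pH 8.2 + 0.02% Tween-20; cpd via pin tool; 1 mM Gln soln; GluOx/HRP/Amplex Red; RT 30 min; fluor. t0 & final.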
* marks the source's active call; other numbers are inactive results; i = inactive; ? = inconclusive; . = not tested or not shown; [ ] = another dose, or the depositor's remark. Unless noted, calls come from the whole dose curve; as a rule, active = well fitted curve in the direction sought with a large enough effect; inconclusive = small, poorly fitted or top-dose-only effect, or another doubt; inactive = no such curve, though single readings can be large; an effect the other way counts as inactive or inconclusive.

1	Cn1c(-c2ccc3c(c2)OCO3)c(C(=O)O)c(=O)c2ccccc21
2	CCN(C(=O)COC(=O)CNS(=O)(=O)c1ccccc1)c1ccccc1
3	COc1cc(NC(=O)c2cnc3c(-c4ccc(F)cc4)c(C)nn3c2C)cc(OC)c1
4	Cc1cc(NC(=O)NCc2ccco2)ccc1NC(=O)NCc1ccco1
5	CCOc1cc(C(=O)NC2CCCCCCC2)cc(OCC)c1OCC
6	Cc1ccc(-c2n[nH]c(=O)c3ccccc23)cc1N
7	O=C(Cc1ccccc1)NCCN1CCCC1
8	COc1ccc(-n2c(SC(C)C(=O)N3CCOCC3)nc3ccccc3c2=O)cc1 (centres undefined)
Compound | 1 | 2 | 3 | 4 | 5 | 6 | 7 | 8
PGK inhibitor | -8% | 4% | -3% | i | -9% | -10% | 7% | -4%
Pin1 inh | -10% | -1% | 6% | 1% | 1% | -10% | 0% | -9%
USP1 inh | -18% | 4% | -14% | -5% | -17% | -4% | -5% | -16%
HP1b binding inh | 9% | 33%[activator] | 31% | -8% | 48%[activator] | 2% | 12% | 18%
TrxR1 inh | 1%[57.1 µM] | 9%[57.1 µM] | 7%[57.1 µM] | 19% | 28% | 27%[57.1 µM] | 7% | -2%
TrxR1 substrate | 8%[57.1 µM] | -1%[57.1 µM] | -5%[57.1 µM] | 0% | 0% | 5%[57.1 µM] | 3% | -5%
PI4K2A block | -2 | 0 | -3 | 0 | -7 | -8 | 2 | 1
mIDH1 inhibitor | 18% | 3% | 0% | -11% | -3% | 1% | -3% | -3%
GLS inh | 2% | 4% | -12% | -18% | -4% | 17% | 5% | 3%

9	O=C(NC(Cc1ccccc1)C(=O)O)/C(=C/c1cccc([N+](=O)[O-])c1)NC(=O)c1cccc(Br)c1 (centres undefined)
10	CCOc1ccccc1NC(=O)CN(c1ccc(OC)cc1)S(=O)(=O)c1c(C)[nH]c(=O)[nH]c1=O
11	CCOC(=O)C1=C(C)Nc2ccc(C)cc2S1
12	Cc1ccc(S(=O)(=O)c2cnc(-c3ccccc3)nc2N2CCCCC2)cc1
13	O=C(Nc1ccccc1-c1ccccc1)NC1CCN(C(=O)N2CCOCC2)CC1
14	Cn1c(SCc2ccc3c(c2)OCO3)nnc1-c1ccccc1
15	CCCCn1c(N)c(N(CCOC)C(=O)c2oc3ccc(OCC)cc3c2C)c(=O)[nH]c1=O
16	c1ccc(-n2c(-c3ccncc3)nnc2-c2cccs2)cc1
Compound | 9 | 10 | 11 | 12 | 13 | 14 | 15 | 16
PGK inhibitor | i | i | 10% | 0% | i | -3% | 3% | -10%
Pin1 inh | ? | 0% | 10% | 3% | 0% | 1% | 13% | 0%
USP1 inh | -17% | -23% | -16% | -2% | -10% | -14% | -12% | -5%
HP1b binding inh | 13% | 24% | ? | 93%[activator] | 43%[activator] | 24% | 9% | 40%[activator]
TrxR1 inh | -7% | 22% | 18%[57.1 µM] | 21% | -22% | 12%[57.1 µM] | -16% | 1%
TrxR1 substrate | -8% | 6% | 8%[57.1 µM] | -3% | -16% | 5%[57.1 µM] | -7% | 16%
PI4K2A block | -3 | -2 | -7 | 5 | 2 | 6 | 0 | -5
mIDH1 inhibitor | -3% | 17% | -2% | -3% | 7% | 6% | -1% | 8%
GLS inh | -8% | 9% | 21% | -11% | -13% | 8% | 18% | 2%

17	C[C@H](O)[C@@H]1C(=O)N2CCc3ccc(N4CCOCC4)cc3[C@@H]2C[C@@H]1N(C)C(=O)C(C)(C)C
18	O=CNNC(=O)c1cccc([N+](=O)[O-])c1
19	Cc1cccc(OCCOCCn2c(-c3ccc(Cl)cc3)nc3ccccc3c2=O)c1C
20	CC(/C=N/NC(=O)Cc1cc(=O)[nH][nH]1)=C\c1ccccc1
21	O=C1NC2(CCCCC2)C(=O)N1CCS(=O)(=O)Oc1ccccc1
22	O=C(CC1C(=O)NCCN1Cc1ccc(-c2ccccc2)cc1)NC1CCC1 (centres undefined)
23	CCCCNC(=S)N(C)/N=C/c1c(C)[nH]c2ccccc12
24	O=C(/C=C/c1ccc(OCCCF)cc1)Nc1ccnc(-c2ccncc2)n1
Compound | 17 | 18 | 19 | 20 | 21 | 22 | 23 | 24
PGK inhibitor | -4% | 0% | i | i | -3% | -3% | -10% | -9%
Pin1 inh | 4% | 1% | 7% | ? | 6% | -1% | ? | -1%
USP1 inh | -20% | -16% | ? | -19% | -10% | -5% | -27% | -12%
HP1b binding inh | 0% | 24% | 108%[activator] | 21% | 61%[activator] | 6% | 0% | 19%
TrxR1 inh | -9% | 8%[57.1 µM] | -7% | -24% | 13%[57.1 µM] | -5% | 11%[57.1 µM] | 17%[57.1 µM]
TrxR1 substrate | -1% | 5%[57.1 µM] | -1% | -8% | -1%[57.1 µM] | 11% | 9%[57.1 µM] | 4%[57.1 µM]
PI4K2A block | 6 | -20 | 1 | -16 | -4 | -7 | -1 | -1
mIDH1 inhibitor | -2%[38.3 µM] | 7% | -7% | 4% | 5% | 1% | 1% | 2%
GLS inh | 10% | -6% | -9% | 33%[activator] | 3% | 2% | -18% | -14%

Continued, starting with the last 3 of the part before.
22	O=C(CC1C(=O)NCCN1Cc1ccc(-c2ccccc2)cc1)NC1CCC1 (centres undefined)
23	CCCCNC(=S)N(C)/N=C/c1c(C)[nH]c2ccccc12
24	O=C(/C=C/c1ccc(OCCCF)cc1)Nc1ccnc(-c2ccncc2)n1
25	c1ccc(CN2CCN(C(c3ccccc3)c3ccccc3)CC2)cc1
26	CCOCC(=O)Nc1cccc(Br)c1
27	O=C(COc1ccc(F)cc1Br)NCCCN1CCCC1=O
28	CC(=O)Nc1ccc(S(=O)(=O)NCCCc2ccccc2)cc1
29	COc1ccc(-c2nc(CSCC(=O)N3CCN(c4cc(Cl)ccc4C)CC3)c(C)o2)cc1
30	COc1ccc(-n2cc([N+](=O)[O-])c(=O)c3ccc(Cl)cc32)cc1
31	CC1CC2(CCCC2)N(C(=O)N(C)C)c2ccc(F)cc21 (centres undefined)
32	CC1CCN(C(c2ccc(N(C)C)cc2)c2nnnn2Cc2ccc(F)cc2)CC1 (centres undefined)
Compound | 22 | 23 | 24 | 25 | 26 | 27 | 28 | 29 | 30 | 31 | 32
PGK inhibitor | -3% | -10% | -9% | -9% | i | 1% | -8% | 5% | 5% | . | -8%
Pin1 inh | -1% | ? | -1% | -4% | 0% | 5% | -5% | 15% | -9% | 7% | 7%
USP1 inh | -5% | -27% | -12% | -22% | -22% | -3% | -3% | -26% | -15% | -11% | -14%
HP1b binding inh | 6% | 0% | 19% | ? | 46%[activator] | 26% | 2% | 6% | 7% | 50%[activator] | ?
TrxR1 inh | -5% | 11%[57.1 µM] | 17%[57.1 µM] | -5%[57.1 µM] | -1%[57.1 µM] | 2% | 10%[57.1 µM] | 10% | 17%[57.1 µM] | 9% | -8%
TrxR1 substrate | 11% | 9%[57.1 µM] | 4%[57.1 µM] | -6%[57.1 µM] | -9%[57.1 µM] | -4% | 5%[57.1 µM] | -3% | 4%[57.1 µM] | 1% | 10%[57.1 µM]
PI4K2A block | -7 | -1 | -1 | -1 | 3 | 0 | -4 | 3 | 0 | -2 | 3
mIDH1 inhibitor | 1% | 1% | 2% | 3% | 11% | -8% | 0% | 0% | 3% | 0% | 0%
GLS inh | 2% | -18% | -14% | 1% | 1% | 15% | -2% | 2% | 1% | 2% | 25%

33	O=C(NC(=S)Nc1cccc(NC(=O)c2ccc(Cl)cc2Cl)c1)c1cccs1
34	Cc1ccc(NCN2C(=O)C3C4C=CC(C4)C3C2=O)cc1 (centres undefined)
35	Cc1noc(C)c1CSCC(=O)N(C)CC(=O)Nc1cccc(F)c1
36	Cc1ccc(C(C)C)c(OCC(=O)Nc2ccc(S(=O)(=O)Nc3onc(C)c3C)cc2)c1
37	CCOC(=O)c1coc(CNC(=O)c2c(C)oc3c2CCCC3)c1
38	CC(C)(C)c1cc(NC(=O)CSc2nnc(N)s2)n(-c2ccccc2)n1
39	O=C(Nc1ccccc1Cc1ccccc1)c1ccccc1NS(=O)(=O)c1ccc(Cl)s1
40	Cc1sc2nc(CC(N)=O)[nH]c(=O)c2c1-c1ccccc1
41	COc1ccc(C(=O)COc2ccc(C)cc2NC(C)=O)cc1
42	CC(=O)N/C(=C/c1ccccc1)C(=O)NC(Cc1ccccc1)C(=O)O (centres undefined)
Compound | 33 | 34 | 35 | 36 | 37 | 38 | 39 | 40 | 41 | 42
PGK inhibitor | i | 7% | -12% | . | -1% | 0% | 3% | -1% | -5% | -4%
Pin1 inh | 9% | -2% | -2% | 1% | -1% | 0% | -15% | 4% | 0% | 2%
USP1 inh | -1% | -1% | -3% | -21% | 0% | -17% | -16% | -9% | 4% | -16%
HP1b binding inh | 6% | -8% | 19% | 0% | -1% | 32% | 26% | 15% | 18% | 35%
TrxR1 inh | -9% | 14% | -12% | 1% | -13% | 2%[57.1 µM] | -11% | 0%[57.1 µM] | 20% | 2%
TrxR1 substrate | -7% | 5%[57.1 µM] | -14% | 9% | -7% | 7%[57.1 µM] | -8% | 7%[57.1 µM] | -2%[57.1 µM] | -4%
PI4K2A block | 4 | -7 | 5 | -5 | 1 | -3 | 1 | -16 | -3 | -4
mIDH1 inhibitor | 0% | 2% | 7% | . | -1% | 2% | -17% | -2% | 1% | 3%
GLS inh | 0% | ? | 5% | 12% | 2% | -7% | 18% | 2% | -3% | 2%

This is a subset; rates above refer to the full screens.
